VLA-4 inh = inhibition in a human VLA-4 binding assay. P13612. VLA-4 expressing cells, ligand binding flow cytometry. inhibition, % (about 7 µM as worked out from the volumes in the protocol). 330,000 compounds, 0.2% hits; in the data active means inhibition above about 50%
Target sequence (P13612 whole entry, looked up): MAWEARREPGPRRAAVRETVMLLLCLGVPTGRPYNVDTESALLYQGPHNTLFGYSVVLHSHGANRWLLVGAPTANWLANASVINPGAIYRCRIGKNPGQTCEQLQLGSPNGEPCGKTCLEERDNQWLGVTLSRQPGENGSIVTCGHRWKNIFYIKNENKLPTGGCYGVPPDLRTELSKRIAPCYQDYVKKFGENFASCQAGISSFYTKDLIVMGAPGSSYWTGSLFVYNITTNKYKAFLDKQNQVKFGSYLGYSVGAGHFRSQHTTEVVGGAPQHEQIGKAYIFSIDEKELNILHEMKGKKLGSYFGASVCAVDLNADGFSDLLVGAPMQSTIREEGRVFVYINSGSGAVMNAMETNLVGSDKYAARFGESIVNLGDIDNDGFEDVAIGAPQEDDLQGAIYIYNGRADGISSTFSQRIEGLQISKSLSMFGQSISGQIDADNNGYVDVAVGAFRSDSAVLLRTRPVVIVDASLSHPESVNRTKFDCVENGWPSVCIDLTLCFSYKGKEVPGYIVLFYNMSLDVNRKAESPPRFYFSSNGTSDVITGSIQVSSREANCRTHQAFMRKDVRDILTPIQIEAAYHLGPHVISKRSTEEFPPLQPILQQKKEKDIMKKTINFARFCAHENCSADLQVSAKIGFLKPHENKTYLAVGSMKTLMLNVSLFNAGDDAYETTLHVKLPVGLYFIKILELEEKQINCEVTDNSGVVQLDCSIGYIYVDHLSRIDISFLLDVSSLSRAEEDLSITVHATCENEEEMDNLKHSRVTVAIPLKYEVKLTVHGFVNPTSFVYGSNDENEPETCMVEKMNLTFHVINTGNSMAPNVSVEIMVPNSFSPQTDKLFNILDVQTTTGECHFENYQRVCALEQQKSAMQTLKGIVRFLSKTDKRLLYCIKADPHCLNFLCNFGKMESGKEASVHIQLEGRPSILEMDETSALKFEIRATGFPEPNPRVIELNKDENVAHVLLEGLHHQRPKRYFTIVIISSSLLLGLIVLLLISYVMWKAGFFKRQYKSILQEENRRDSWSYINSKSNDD
MEP2 TOR yeast = alters MEP2-GFP fluorescence in TOR pathway yeast screen; GFP response vs DMSO, % at 10 µM; S. cerevisiae MEP2-GFP strain, flow cytometry GFP, 3 h; 100% = DMSO control level; 330,000 compounds, 0.51% hits;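 active means GFP response versus DMSO above a set limit, roughly screen mean plus 3 SD, cut at about 180% in these data; inconclusive means fewer than 70 cells counted for a yeast strain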;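 further: median GFP fluorescence of the barcode-gated MEP2-GFP cells per well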
AGP1 TOR yeast = alters AGP1-GFP fluorescence in TOR pathway yeast screen | S. cerevisiae AGP1-GFP multiplex flow cytometry, 3 h; GFP as percent of DMSO wells | GFP response vs DMSO, % at 10 µM | 320,000 compounds, 0.02% hits;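 active means GFP response relative to DMSO above a set limit, near screen average plus 3 SD, cut at about 150% in these data; inconclusive means fewer than 70 cells counted for the yeast strain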;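 further: median GFP channel fluorescence of the gated AGP1 strain per well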
GRK2 aptamer HTS = human GRK2 inhibition via aptamer displacement; bead flow cytometry, FAM-aptamer displacement from GRK2; inhibition of aptamer binding, % at 10 µM; 330,000 compounds, 0.59% hits; AID 488847;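 active means inhibition of aptamer binding above 40%, roughly 3 SD of noise, on plates passing a quality check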;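 further: median bead fluorescence of bound FAM aptamer so fluorescent compounds give negative values; no value below 0 was filed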
JMJD2C inh = inhibitors of human GASC-1 (JMJD2C) demethylase; Q9H3R0; GST-JMJD2C(1-420) H3K9me3 demethylation, DELFIA europium; inhibition, % at 2.35 µM; 330,000 compounds, 0.069% hits; AID 2099;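 active means more than half of a compound's replicate wells show inhibition beyond 50%, single wells judged on their own value; inconclusive means some, but no more than half, of replicates pass 50% inhibition; inactive means no replicate passes 50% inhibition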;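 further: signal counts dimethyl H3K9 product captured on neutravidin plate; 0% = median of DMSO wells and 100% = 0.3 times that DMSO median; strong numbers were not always called active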
RPL19A-GFP yeast = yeast TOR pathway RPL19A-GFP modulation; S. cerevisiae RPL19A-GFP strain, flow cytometry, 3 h; active compounds read low; percent response vs DMSO, % at 10 µM; 330,000 compounds, 0.3% hits; AID 2025;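 active means percent response vs DMSO below 50%; inconclusive means fewer than 70 events counted for the yeast strain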;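 further: median channel GFP fluorescence of the barcoded RPL19A-GFP strain; ratio of sample median GFP to plate DMSO average so 100% = DMSO; lower means less RPL19A-GFP as with rapamycin TOR inhibition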
CIT2 TOR yeast = alters CIT2-GFP fluorescence in TOR pathway yeast screen; S. cerevisiae CIT2-GFP strain, flow cytometry, 3 h; 100 means same as DMSO wells; GFP response vs DMSO, % at 10 µM; 320,000 compounds, 0.065% hits; AID 2029;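 active means GFP response relative to DMSO above a set limit, near the screen mean plus 3 SD, cut at about 150% in these data; inconclusive means Fewer than 70 cells measured for a yeast strain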;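 further: ratio of well median GFP fluorescence to mean of DMSO wells on the plate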
LAP4-GFP MLPCN = alters LAP4-GFP fluorescence in TOR pathway yeast screen | AID 2023 | S. cerevisiae LAP4-GFP multiplex, flow cytometry GFP, 3 h; median GFP as percent of DMSO wells | 320,000 compounds, 0.34% hits | GFP response vs DMSO, % at 10 µM;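 active means GFP response vs DMSO above a set limit, about the screen mean plus 3 SD, cut at about 150% in these data; inconclusive means under 70 cell events counted for the yeast strain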
* hit, by the source's call; i = inactive; ? = inconclusive; · = not tested or not shown; [ ] = remark or other dose. Not a hit list. Share with any hit: about 1.7%.

SMILES	VLA-4 inh	MEP2 TOR yeast	AGP1 TOR yeast	GRK2 aptamer HTS	JMJD2C inh	RPL19A-GFP yeast	CIT2 TOR yeast	LAP4-GFP MLPCN
CCSc1nnc(NC(=O)C(C)C)s1	2	102	98	1	0	99	100	98
CCOC(=O)c1[nH]ncc1CN1CCC(Cc2ccccc2)(C(=O)OCC)CC1	7	96	112	0	2	97	104	107
O=C(Nc1ccc(F)c(Cl)c1)C1CCN(c2ncnc3c2nc2n3CCCCC2)CC1	28	101	104	2	3	100	99	92
CC(C)n1c(O)c(/C=C2\C=NN=C2c2ccccc2)sc1=S	-6	118	101	2	?	91	118	109
CC(=O)Nc1ccc(NC(=O)c2cccc3c2-c2ccccc2C3=O)cc1	9	98	113	0	3	104	106	103
COc1ccc(CCNC(=O)c2cc(=O)n(C)c(=O)n2C)cc1OC	10	115	110	1	-1	106	106	112
CCN(CC)c1ccc2c(c1)OC(N)=C(C#N)C2c1cccnc1 (stereo not drawn)	i	122	38	0	14	87	98	102
Cc1ccc(NC(=O)NCCCN2CCOCC2)cc1	4	115	102	0	9	108	106	110
CC(C(=O)Nc1ccc2c(c1)OCCO2)N(C)Cc1c(F)cccc1Cl (stereo not drawn)	4	101	101	4	2	102	99	100
CCOC(=O)C1(Cc2ccccc2C(F)(F)F)CCN(C2CCCC2)CC1	0	95	89	1	1	89	94	87
CC(C)c1ccc(NC(=O)c2ccc3c(c2)CCN3S(C)(=O)=O)cc1	10	113	99	3	-3	103	100	96
CCCCNC(=O)C1CCN(C(=O)C2CCN(S(=O)(=O)c3ccc(C)cc3)CC2)CC1	12	105	101	0	-3	111	108	105
CC(C)Cc1[nH]c(=O)c(C#N)c2c1CCCC2	6	100	99	4	-5	103	94	92
C[C@@H]1NC(=O)/C(=C\c2ccccc2Br)NC1=O	13	101	111	39	-2	95	114	114
Cc1ccc(OCCn2cnc3cc([N+](=O)[O-])ccc3c2=O)cc1	-3	110	111	0	-7	84	126	116
CC(=O)NCCNC(=O)c1ccc(CSc2ccc(Cl)cc2)cc1	-14	103	101	0	-7	97	109	101
COc1ccc(-c2cc(C(F)(F)F)nc(SCC(=O)NCc3cccs3)n2)cc1	3	99	100	2	7	·	99	98
NNC(=O)c1sc(-c2ccccc2)cc1N	-120	96	97	1	-8	103	98	105
CCN1CCN(S(=O)(=O)c2ccc(Oc3ccccc3OC)cc2)CC1	13	104	98	2	6	99	99	104
CCOC(=O)[C@H]1[C@H]2COc3ccc(Br)cc3[C@@H]2N2C(=O)CN(Cc3ccco3)C(=O)[C@@]12C	-1	98	100	0	-2	98	95	95
O=C(NC(=S)Nc1ccc(F)c([N+](=O)[O-])c1)c1ccccc1F	2	96	88	0	2	90	90	78
COc1ccc(/C=N/Nc2ncccc2[N+](=O)[O-])c(OC)c1	-1	99	94	8	3	98	92	94
COc1ccc(C(C#N)(CC(=O)O)c2cnccn2)cc1OC (stereo not drawn)	15	96	101	2	-12	109	99	106
O=CN1CCN(C(=O)c2ccc(-c3nc4ccccc4s3)s2)CC1	42	101	107	0	3	104	102	108
COc1ccc(/C(N)=N/OC(=O)c2cccs2)cc1	1	104	95	7	2	102	95	110
O=c1[nH]c2ccccc2c2ccccc12	0	123[may fluoresce violet]	19[may fluoresce violet]	0	3	71[may fluoresce violet]	?	86[may fluoresce violet]
CC(Sc1nc(N2CCOCC2)c2c(c1C#N)CC(C)(C)OC2)C(=O)O (stereo not drawn)	6	107	92	0	14	104	97	90
C#Cc1cccc(NC(=O)C2CCN(C(C)=O)CC2)c1	8	102	111	0	6	102	100	104
Cc1c(C(=O)N/N=C/c2ccc(-c3ccccc3[N+](=O)[O-])o2)sc(N)c1C#N	23	94	96	4	-6	96	91	94
Cc1ccc(C(=O)N/C(=C/c2cccnc2)C(=O)N2CCCCCC2)cc1	12	102	102	0	29	97	101	110
Cc1ccc(C)c(CN2C(=O)C3(OCCCO3)c3ccccc32)c1	6	107	103	2	26	101	99	107
Cc1ccc(-c2nc(CS(=O)CC(=O)N3CCN(c4ccccc4)CC3)c(C)o2)cc1 (stereo not drawn)	-73	97	94	0	17	97	91	93
C=CCSc1nc(=O)n2ccc(C)cc2n1	4	114	109	0	5	99	95	114
CCN1CCc2c(sc3c2c(NCc2ccco2)nc2nnnn23)C1	-17	98	108	0	-6	99	97	113
O=C(Nc1nncs1)c1cccnc1Cl	9	105	100	0	3	102	101	100
O=C1CCN(S(=O)(=O)c2ccccc2)CCN1CCOCc1cccc(F)c1	20	97	81	1	0	101	93	121
O=S(=O)(c1ccc(Br)s1)N1CCCCC1	10	99	101	1	-2	100	103	103
CC(C)(C)OC(=O)N[C@@H](Cc1ccccc1)c1nnc(S(=O)(=O)Cc2cccc(F)c2)o1	13	100	102	1	-9	93	103	119
CC(C)[C@H](NC(=O)c1ccc(Br)cc1)C(=O)NC1CCCCC1	-90	94	96	0	·	94	93	104
CC(=O)c1sc2ccccc2c1OC(=O)c1ccco1	22	112	91	1	-22	102	91	112
Cc1nc(-c2cccc(N)c2)cs1	13	103	103	1	2	99	108	97
CN(Cc1ccccc1)C(=O)CN(c1ccccc1Cl)S(C)(=O)=O	7	103	69	0	-5	98	97	86
CC[N+](CC)(CC#Cc1ccccc1)CC#Cc1ccccc1	1	98	104	0	-47	97	98	110
c1ccc2c(c1)nc(NCc1ccc3c(c1)OCO3)n2CCN1CCOCC1	-4	102	104	1	0	102	102	93
Cc1ccc(S(=O)(=O)N2[C@@H](c3ccc(Cl)c(Cl)c3)C(C(=O)O)=C[C@H]2CC2CCCC2)cc1	30	100	92	2	·	109	85	90
CCOc1cc(N2CCOCC2)c(OCC)cc1NC(=O)c1[nH]c(C)c(C(C)=O)c1C	0	102	108	3	-9	97	96	109
CC(Oc1ccc(Br)cc1)C(=O)Nc1nc(-c2ccccn2)cs1 (stereo not drawn)	2	98	72	0	-6	101	96	168*
CN(C)c1ccc(/C=N/NC(=O)C(O)c2ccc(Br)cc2)cc1 (stereo not drawn)	-4	88	92	2	16	96	86	97
COc1ccc(/C=N/n2cnc3c([nH]c4ccccc43)c2=O)cc1CO	1	96	100	1	5	99	79	90
CCC1CC(C)(C(=O)Nc2ccc(S(N)(=O)=O)cc2)OC1=O (stereo not drawn)	11	98	102	0	7	98	94	100

Carrying on:
SMILES	VLA-4 inh	MEP2 TOR yeast	AGP1 TOR yeast	GRK2 aptamer HTS	JMJD2C inh	RPL19A-GFP yeast	CIT2 TOR yeast	LAP4-GFP MLPCN
CCSc1nc2sc3c(c2c(=O)n1-c1ccccc1)CCN(C)C3	33	93	94	2	4	96	92	86
Cc1cc(NC(=O)CCN2CCC(C)CC2)ccc1Br	14	102	86	0	33	102	101	97
CC1Cn2c(COc3ccccc3)nnc2S1 (stereo not drawn)	46	101	101	0	-8	99	97	104
COC(=O)c1ccc(/C=N\N2CCN(Cc3ccc(C)cc3)CC2)cc1	9	106	103	0	-14	100	90	100
O=C(NN1C(=O)C2C(c3ccccc3)C=CC(c3ccccc3)C2C1=O)c1ccccc1 (stereo not drawn)	7	102	96	0	-5	102	88	105
C=CCN(CC=C)S(=O)(=O)c1ccc(C(=O)Nc2sc3c(c2C(N)=O)CCCCC3)cc1	-8	101	94	0	-5	104	100	97
Cc1cccc(NS(=O)(=O)c2cccc3nonc23)c1	-1	101	101	30	6	101	94	110
CCC1(CC)NC(=O)N(CC(=O)Nc2ccc(OCc3ccccc3)cc2)C1=O	0	113	114	2	-1	101	104	121
O=C(Nc1ccc2c(c1)OCCO2)c1cccc(S(=O)(=O)N2CCOCC2)c1	-17	102	99	1	7	102	99	94
CCN(CC)C(=O)Oc1ccc2c(=O)c(-c3ccccc3)coc2c1	13	92	87	2	4	91	86	102
CCOc1ccc(S(=O)(=O)N2CCCC(C(=O)Nc3ccccc3)C2)cc1 (stereo not drawn)	8	105	100	0	1	102	101	99
O=C(Nc1ccc(F)cc1F)c1cncc(Br)c1	-16	100	101	4	13	105	105	102
Cc1cccnc1NC(=O)CCc1c[nH]c2ccccc12	-6	103	103	3	16	102	97	81
CCn1cc(C(=O)OCC(=O)Nc2cccc(S(=O)(=O)N3CCOCC3)c2)c(=O)c2ccc(C)nc21	-8	103	96	0	3	92	94	98
COC(=O)Cn1c(CCS(=O)(=O)c2ccc(C)cc2)nc2ccccc21	-3	102	98	3	-6	99	103	102
O=C(NCc1ccc2c(c1)OCO2)C1CCC(CNc2c(N3CCCC3)c(=O)c2=O)CC1 (stereo not drawn)	0	106	107	2	-3	103	102	103
CC1(C)Cc2c(sc(/N=C/N3CCOCC3)c2C#N)C(C)(C)N1	-2	96	94	1	0	92	98	92
COc1ccc(OC)c(NC(=O)C2=C(C)NC(=O)NC2c2cccs2)c1 (stereo not drawn)	-8	99	101	0	·	97	100	99
Cc1cc(OCCCn2ccnc2)ccc1[N+](=O)[O-]	-2	102	92	1	7	98	99	87
CCCn1c(=N)n(CC(O)COc2cccc(C)c2)c2ccccc21 (stereo not drawn)	3	103	105	0	-4	98	102	107
CCOc1cc(/C=N/O)cc(Br)c1OCc1ccc(Cl)cc1	1	93	93	2	-4	93	85	95
CCN(CC)S(=O)(=O)c1ccc2oc(SCc3ccc(F)cc3)nc2c1	0	100	103	1	-22	106	105	107
O=S(=O)(c1ccc(F)cc1)c1nc(-c2ccco2)oc1Nc1ccc(F)cc1	-6	97	103	0	-18	105	96	94
COc1cc(OC)cc(C(=O)Nn2cnnc2)c1	-18	642*[may fluoresce violet]	18[may fluoresce violet]	0	-20	59[may fluoresce violet]	?	111[may fluoresce violet]
CC(C)Sc1nc2c(c(=O)n1C)SC(C)C2 (stereo not drawn)	5	96	97	0	6	94	93	101
O=C(CN1C(=O)S/C(=C\c2ccccc2)C1=O)NC1CCS(=O)(=O)C1 (stereo not drawn)	5	104	107	2	i	101	106	104
O=C(C1CCN(S(=O)(=O)c2cccc3cccnc23)CC1)N1CCc2ccccc21	-3	98	103	32	-3	102	·	96
O=C1COc2ccc(C(=O)COC(=O)c3c(F)cccc3Cl)cc2N1	16	102	105	6	1	99	90	104
O=C(CSc1ccc2ccccc2c1)Nc1ncccn1	18	105	100	0	-10	109	100	108
O=C(Nc1c(-c2ccccc2)nc2ccccn12)c1cccs1	-13	101	104	0	-1	107	102	94
CC(NCc1ccc(S(N)(=O)=O)cc1)C(=O)N1CCc2ccccc21 (stereo not drawn)	-3	100	109	0	-7	103	114	105
COc1cccc(-c2csc(N3CCN(CC(=O)NNC(=O)c4ccc(Br)cc4)CC3)n2)c1	-10	105	109	1	-3	102	100	99
O=C(CC(c1ccccc1)c1ccccc1)NCc1cccnc1	5	89	97	1	-1	96	98	91
CCOC(=O)c1c(C)[nH]c(C)c1C(=O)CN1C(=O)NC(CC(C)C)C1=O (stereo not drawn)	7	95	93	2	1	92	91	92
c1cn(CCCNC2=NCCCCC2)cn1	15	109	103	1	3	105	95	98

Part of the list above, in markdown:
| smiles | VLA-4 inh | MEP2 TOR yeast | AGP1 TOR yeast | GRK2 aptamer HTS | JMJD2C inh | RPL19A-GFP yeast | CIT2 TOR yeast | LAP4-GFP MLPCN |
| --- | --- | --- | --- | --- | --- | --- | --- | --- |
| CCOC(=O)c1c(C)[nH]c(C)c1C(=O)CN1C(=O)NC(CC(C)C)C1=O (stereo not drawn) | 7 | 95 | 93 | 2 | 1 | 92 | 91 | 92 |
| c1cn(CCCNC2=NCCCCC2)cn1 | 15 | 109 | 103 | 1 | 3 | 105 | 95 | 98 |

Screening data deposited in PubChem by several laboratories.
